KOR beta-arrestin-1 = KOR agonists, beta-arrestin recruitment, primary screen, cell-based, luminescence, uHTS (AID 1777); KOR beta-arrestin recruitment, luminescence; higher % means a stronger effect; activation, % at 10 µM, or EC50 in µM where a hit was titrated; actives 0.02% (n = 280,000); in the data active = activation above about 50%, passing the limit was not always enough; also: a part of the inactive calls stands beside numbers as strong as those of hits
KOR beta-arrestin-2 = kappa opioid receptor blockers – cell-based, luminescence, uHTS (AID 1778) | KOR beta-arrestin recruitment, luminescence, antagonist mode; higher % means a stronger effect | actives 0.091% (n = 290,000) | inhibition, % at 10 µM; hits with a dose series show IC50 in µM; in the data active = inhibition above about 50%; also: strong numbers were not always called active
GPR55 antagonists = GPR55 antagonists blocking LPI-driven arrestin recruitment, primary screen, imaging, U2OS, beta-arrestin-GFP, LPI agonist (AID 2013); U2OS GPR55 beta-arrestin-GFP translocation imaging, LPI antagonism; higher % means a stronger effect; inhibition, % at 10 µM; hits with a dose series show IC50 in µM; actives 0.13% (n = 290,000);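 active = spots per cell inhibited over 60%, with over 100 cells counted and total cytoplasm intensity under 500,000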;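 also: U2OS cells stably carrying GPR55 and arrestin-GFP stimulated by 5 µM LPI near EC80; imaged beta-arrestin-GFP aggregate spots per cell after agonist stimulation; plate controls were LPI-stimulated DMSO wells for no effect and DMSO wells without LPI for full effect; some results filed as inactive read as strong as hits; confirmed hits need IC50 under 10 µM and bright autofluorescent wells are also inconclusive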
GPR35 arrestin U2OS = GPR35 antagonists blocking zaprinast-driven arrestin recruitment, primary screen, imaging, U2OS, beta-arrestin-GFP, zaprinast agonist (AID 2058); actives 0.052% (n = 290,000); one-dose inhibition, % at 10 µM; IC50 in µM for titrated hits; U2OS GPR35 beta-arrestin-GFP translocation imaging, zaprinast antagonism; higher % means a stronger effect;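 active = inhibition of at least 50% with at least 30 cells and total cytoplasm GFP at most 10,000,000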
NOD1 inhibition = NOD1 signaling inhibitors, primary screen, cell-based, luminescence, uHTS (AID 1578). one-dose inhibition, % at 4 µM; EC50 in µM for titrated hits. NOD1-driven NF-kB luciferase reporter cells, luminescence; higher % means a stronger effect. actives 1% (n = 290,000); in the data active = inhibition mostly above about 36%, no sharp cut-off; inactive = mostly below about 34%;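 also: HEK-293T reporter cells stimulated with the NOD1 agonist gamma-tri-DAP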
HIV fusion peptide = inhibitors of HIV fusion peptide binding, primary screen, biochemical, uHTS, fluorescence dequenching (AID 1986) | cell-free peptide binding, fluorescence dequenching, 30 min; higher % means a stronger effect | one-dose inhibition, % at 20 µM; IC50 in µM for titrated hits | actives 0.3% (n = 290,000); in the data active = inhibition mostly above about 52%, no sharp cut-off; inactive = mostly below about 76%; also: some results filed as inactive read as strong as hits
AID2073 = inhibitors of Mint1-CaV2.2 protein interaction, biochemical, HTRF (AID 2073) | HTRF protein-protein interaction, Mint1-CaV2.2; higher % means a stronger effect | one-dose inhibition, % at 20 µM; IC50 in µM for titrated hits | actives 0.19% (n = 290,000); in the data active = inhibition mostly above about 51%, no sharp cut-off; also: some results filed as inactive read as strong as hits
GPR55 beta-arrestin = selective activators of receptor GPR55 – imaging, U2OS cells, beta-arrestin-GFP redistribution, primary screen (AID 1961); U2OS GPR55 beta-arrestin-GFP redistribution imaging; higher % means a stronger effect; activation, % at 10 µM, or EC50 in µM where a hit was titrated; actives 0.048% (n = 290,000);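 active = activation above 40% with more than 50 cells counted in the well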;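 also: U2OS osteosarcoma cells stably expressing GPR55 and beta-arrestin-GFP; plate controls were DMSO negative control for no effect and LPI positive control for full effect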
Siah-1 displacement = blockers of Siah-1 interaction with plectin peptide – biochemical, fluorescence polarization, rhodamine-plectin, uHTS, primary screen (AID 1817). Siah-1 / rhodamine-plectin peptide fluorescence polarization; higher % means a stronger effect. one-dose displacement, % at 20 µM; IC50 in µM for titrated hits. actives 0.02% (n = 290,000);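 active = displacement of at least 50% at 20 µM, with a fluorescence ratio check between 0.3 and a set limit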;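 also: plate controls were Siah plus tracer with DMSO for no effect and tracer alone without Siah for full effect; strong numbers were not always called active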
Starred values were filed as active, the others as inactive; · = not tested or not shown; [ ] = remark or other dose.

SMILES	KOR beta-arrestin-1	KOR beta-arrestin-2	GPR55 antagonists	GPR35 arrestin U2OS	NOD1 inhibition	HIV fusion peptide	AID2073	GPR55 beta-arrestin	Siah-1 displacement
CCOc1ccc(NC(=O)C2CCN(S(=O)(=O)c3ccc4c(c3)C(C)(C)C(=O)N4C)CC2)cc1	-3.0%	14%[20 µM]	9%	9%	-38%	-0.2%	0%	0.3%	1%
COc1ccc(CCNC(=O)CNC(=O)c2ccccc2Br)cc1OC	1.6%	-3%	8%	-13%	-23%	0.6%	39%	-0.1%	-3%
CCCCCc1n[nH]c2c1CCCC2	1.3%	19%	3%	1%	-12%	0.1%	-6%	-0.1%	16%
CCOC(=O)COc1ccc2c(c1)C(=O)CC(C)(c1cccnc1)O2 (configuration not stated)	4.1%	-13%	-16%	5%	-2%	4.9%	27%	0.6%	-3%
c1ccc(CCNc2nnnn2-c2ccccc2)cc1	-1.2%	-19%	13%	4%	-7%	-1.8%	-4%	-0.1%	-6%
Cc1cccc(/C=C2/SC(=O)N(Cc3ccccc3Cl)C2=O)n1	2.0%	-22%	8%	-8%	-18%	1.1%	8%	0.0%	6%
CCOCCCNC(=O)Cn1cc2c(n1)CCCC2	2.2%	-16%	-1%	-1%	-37%	3.9%	4%	0.4%	-1%
CCC1CCc2c(sc(NC(=O)c3ccco3)c2C(N)=O)C1 (configuration not stated)	-1.5%	-14%	2%	2%	-14%	2.7%	11%	-0.3%	-4%
CN(C)/C=C(/C(=O)c1ccccc1)n1cncn1	-3.2%	-10%[20 µM]	-3%	-1%	-18%	0.6%	5%	-0.1%	2%
CC1=C(C(=O)OCC2CCCO2)C(c2ccc(F)cc2)NC(=O)N1 (configuration not stated)	1.8%	-3%[20 µM]	6%	-4%	-19%	1.2%	8%	0.0%	-4%
Cc1cc(C)n(C(=O)Cn2nc([N+](=O)[O-])c(Br)c2C)n1	-1.9%	26%	-8%	-11%	-33%	3.0%	3%	0.5%	5%
C=CCn1c(SCC(=O)NCC2CCCO2)nc2scc(-c3ccccc3)c2c1=O (configuration not stated)	-1.2%	0%	-2%	0%	-26%	-1.6%	-1%	-0.1%	9%
CSc1ccc(CN2CCC(n3nccc3NC(=O)CCCc3ccccc3)CC2)cc1	-2.0%	-5%	10%	14%	5%	-0.8%	-6%	0.0%	4%
O=C(NCCN1CCCC1)c1ccc(Cl)cc1	-1.4%	22%[20 µM]	15%	3%	-30%	-0.1%	6%	0.2%	-3%
C=CCNc1oc(-c2ccc(OC)cc2)nc1C#N	-3.3%	32%	9%	-3%	-44%	-1.2%	17%	0.6%	0%
CC1(C)CC(=O)c2sc(NS(=O)(=O)c3cc(Cl)ccc3Cl)nc2C1	-2.4%	-38%	-1%	12%	10%	11%	12%	0.2%	14%
CS/C(=N/S(=O)(=O)c1ccc(C)cc1)c1ccccc1	-1.5%	19%	1%	-2%	18%	0.2%	-2%	-0.2%	-4%
CCc1ccc(NC(=O)CSc2nc3ccccc3nc2N2CCCC2)cc1	-4.2%	-14%[20 µM]	12%	-7%	3%	3.0%	10%	0.0%	1%
O=c1[nH]cnc2ccccc12	-0.4%	-12%	32%	-2%	-19%	3.0%	28%	-0.1%	-1%
CCOc1ccccc1N1CCN(C(=O)C2c3ccccc3Oc3ccccc32)CC1	-2.1%	-17%	-11%	18%	·	3.8%	8%	0.1%	-3%
COc1cc(OC)cc(C(=O)N2CCN(C(=O)c3cccs3)CC2)c1	-0.6%	11%	-12%	5%	39%	0.9%	-7%	0.6%	2%
Cc1c(S(=O)(=O)N2CCN(c3ccc(F)cc3)CC2)c(=O)n(C)c(=O)n1C	-0.9%	-2%	-4%	4%	-16%	-1.7%	5%	0.0%	-1%
CC1(C)CC(=O)C2=C(C1)OC(N)=C(C#N)C21CCC2(CC1)OCCO2	1.5%	-40%	3%	0%	-9%	1.4%	-14%	-0.1%	-2%
CCC(=O)Nc1ccc(C(=O)OCc2ccc(Cl)c(Cl)c2)cc1	3.4%	-7%	8%	-8%	-16%	0.1%	9%	0.0%	5%
CCOC(=O)C1CCN(C(=O)CN(C)S(=O)(=O)c2ccc3c(c2)c(=O)n(C)c(=O)n3C)CC1	3.4%	7%	3%	-3%	2%	-1.5%	10%	-0.2%	3%
C=CCn1c(SCc2cc(=O)n3ccsc3n2)nnc1C1CCCCC1	-2.5%	24%	4%	13%	-11%	4.8%	20%	-0.2%	4%
CC(=O)c1cn(CCC(C)C)c(=O)[nH]c1=O	3.6%	-25%	-2%	18%	-32%	1.2%	-5%	0.8%	10%
CCn1cc(/C=N/NC(=O)c2ccc3c(c2)OCO3)cn1	-0.8%	10%	8%	-1%	1%	-1.8%	4%	0.4%	3%
O=C(Cn1cnc2ccccc2c1=O)N1CCc2ccccc2C1	-2.2%	26%	4%	2%	-15%	-0.7%	4%	0.3%	-2%
CC(=O)N1CCOc2ccc(S(=O)(=O)N3CCC(C(=O)NCc4ccccc4)CC3)cc21	-1.6%	19%	5%	4%	-27%	1.4%	8%	-0.1%	0%
CC(=O)Nc1cccc(OCC(=O)Nc2ccccc2)c1	0.9%	-20%	4%	6%	-23%	-0.7%	1%	-0.2%	0%
O=C(NCCc1ccc(C(F)(F)F)cc1)c1ccc(Cl)nc1	-2.1%	10%	2%	6%	4%	1.2%	9%	0.0%	3%
Cc1csc(SCC(=O)Nc2nnc(C)s2)n1	-4.9%	-1%	-3%	-14%	-11%	-1.0%	-5%	0.2%	1%
COC(=O)CNC(=O)CSc1nc2c(sc(=S)n2-c2ccccc2)c(=O)[nH]1	-2.8%	28%	8%	0%	-4%	-0.5%	1%	0.0%	-2%
Cc1ccc(-n2nc3c(=O)n(CCCC(=O)N4CCC(C)CC4)nc(C)c3c2C)cc1	-0.5%	10%	5%	8%	10%	-1.8%	10%	0.6%	0%
Cc1ccc(S(=O)(=O)NCC(=O)N(CC(=O)NC2CCCCC2)Cc2ccco2)cc1	-0.9%	-5%	0%	-9%	-13%	-1.3%	-4%	-0.1%	10%
O=C(CNC(=O)c1nc[nH]c1C(=O)NCC(=O)OCc1ccccc1)OCc1ccccc1	1.2%	-89%[20 µM]	-10%	6%	8%	1.9%	16%	-0.2%	16%
COc1ccc(OC)c(S(=O)(=O)N2CCCCC2C(=O)O)c1 (configuration not stated)	-4.3%	12%	-8%	9%	-16%	0.4%	-3%	-0.1%	-1%
COC(=O)C(C)N(C(=O)c1cccc(Cl)c1)c1c(C)cccc1C (configuration not stated)	-8.0%	6%	19%	3%	6%	-0.6%	-5%	0.1%	-2%
COc1ccc(OC)c(Cc2nnc(CCC(=O)NC3C4CC5CC(C4)CC3C5)o2)c1 (configuration not stated)	·	-56%[20 µM]	·	-14%	11%	0.6%	-8%	-0.2%	-4%

Given with two lines to a compound: part of the list above
Below each SMILES: KOR beta-arrestin-1	KOR beta-arrestin-2	GPR55 antagonists	GPR35 arrestin U2OS	NOD1 inhibition	HIV fusion peptide	AID2073	GPR55 beta-arrestin	Siah-1 displacement
> c1ccc(CCNc2nnnn2-c2ccccc2)cc1
→ -1.2%	-19%	13%	4%	-7%	-1.8%	-4%	-0.1%	-6%
> Cc1cccc(/C=C2/SC(=O)N(Cc3ccccc3Cl)C2=O)n1
→ 2.0%	-22%	8%	-8%	-18%	1.1%	8%	0.0%	6%

(next part)
SMILES	KOR beta-arrestin-1	KOR beta-arrestin-2	GPR55 antagonists	GPR35 arrestin U2OS	NOD1 inhibition	HIV fusion peptide	AID2073	GPR55 beta-arrestin	Siah-1 displacement
CC1CCC(NC(=O)C2CCN(c3c4c(nc5ncnn35)CCC4)CC2)CC1 (configuration not stated)	-0.9%	-4%	-1%	-1%	-1%	-0.2%	13%	-0.1%	-4%
O=C(NC(C(=O)c1ccccc1)n1cnccc1=O)c1ccccc1 (configuration not stated)	0.6%	-27%	-7%	12%	-13%	0.0%	-1%	-0.1%	8%
O=C(NCCCN1CCCC1=O)NC12CC3CC(CC(C3)C1)C2	-2.2%	42%	6%	6%	-16%	-0.7%	2%	0.2%	4%
Cc1cccc(-n2c(SCC(=O)NCc3ccco3)nc3ccccc3c2=O)c1	-7.2%	1%	-7%	-10%	-9%	2.1%	3%	-0.2%	-2%
Cc1ccc(C(=O)Nc2cccnc2)cc1S(=O)(=O)N1CCCCCC1	-3.3%	2%	-28%	12%	-13%	-0.8%	11%	0.0%	-8%
COc1cc(C(=O)Nc2ccccc2SCc2cc(=O)n3nc(C)sc3n2)cc(OC)c1OC	-3.5%	-9%	2%	2%	-12%	-0.8%	8%	-0.2%	-2%
COc1cc(Cc2cc(N)nc(N)n2)cc(OC)c1OC	-4.3%	33%	10%	1%	-15%	-1.7%	7%	-0.1%	4%
O=C(CCN1CCCCC1)c1ccc2c(c1)OCO2	1.5%	24%	16%	18%	14%	-0.5%	-9%	0.0%	-7%
CCOc1cc(/C=N/N=C2/NC(=O)C(CC(=O)O)S2)ccc1OCc1ccc(Cl)cc1 (configuration not stated)	-3.5%	-10%	0%	2%	-45%	25µM*	29%	-0.4%	48%
COc1ccc(S(=O)(=O)Cc2ccc(C(=O)NCc3cccs3)o2)cc1	-4.5%	-37%	0%	13%	10%	-2.4%	-6%	-0.2%	-1%
Cc1ccc(CNc2ccc3c(c2)OCO3)c(C)c1	9.6%	12%	15%	28%	3%	52%*	21%	5.3%	8%
CCCS(=O)(=O)N1CCC(C(=O)NCCN(CC)c2ccccc2)CC1	-1.7%	-25%	16%	-4%	-5%	-0.2%	-3%	0.3%	4%
CCOc1ccccc1N(CC(=O)Nc1ccccc1C(=O)OC)S(C)(=O)=O	-2.1%	12%	5%	22%	-31%	-1.4%	-1%	0.6%	2%
Cc1c(C)c2c(OCC(=O)N3CCC(C(N)=O)CC3)cc3c(c2oc1=O)CCC(C)(C)O3	-2.3%	16%[20 µM]	11%	3%	4%	1.9%	38%	0.2%	-1%
COc1ccc(/C=N/NC(=O)C(=O)Nc2ccccn2)cc1OC	2.4%	19%	8%	9%	14%	-0.2%	1%	-0.2%	-2%
COc1ccc(S(=O)(=O)N2CCC(O)(c3ccc(Cl)cc3)CC2)cc1OC	-3.3%	-1%	4%	9%	6%	0.0%	0%	-0.2%	5%
COCCn1cnnc1SCC(=O)Nc1sccc1C(N)=O	4.0%	-18%	-4%	-3%	-27%	0.2%	3%	-0.2%	1%
CCn1nc(C)cc1C(=O)NC1CC(C)(C)Cc2c1cnn2-c1cccc(F)c1 (configuration not stated)	-4.2%	2%	8%	9%	-14%	1.2%	1%	0.2%	1%
O=C(c1ccc(-c2ccccc2)cc1)N1CCN(c2nc3ccccc3o2)CC1	4.6%	-36%	-14%	7%	36%*	-0.5%	12%	-0.1%	10%
Cc1cnc(C(=O)OCC(=O)Nc2cc(Cl)cc(Cl)c2)cn1	-0.6%	0%	-4%	1%	-29%	-2.5%	10%	0.2%	6%
COc1n[nH]c2nncnc12	4.1%	-6%	8%	2%	7%	-1.1%	-7%	-0.1%	-4%
Cc1nn2cc(-c3ccc(-c4ccccc4)cc3)nc2s1	4.4%	5%	14%	11%	-26%	-2.1%	19%	-0.2%	5%

High-throughput results: PubChem, Sanford-Burnham Center for Chemical Genomics

This is a subset (hit frequency here may not be typical).
